# Source: PubChem (The Scripps Research Institute Molecular Screening Center)
# M1 ag parental: nonselective activator or artifact in parental CHO-K1 cells. actives 0.48% (n = 360,000). activation, % at 3 µM. Fluo-8 calcium fluorescence; scaled to maximal ATP response, vehicle zero; in the data active = activation above about 15%;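 also: untransfected CHO-K1 host cells lacking M1 receptor as counterscreen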
# M1 ag: activates human CHRM1 receptor | CHO-K1 hM1, Fluo-8 calcium fluorescence, agonist mode; 0% DMSO, 100% acetylcholine EC100 | actives 0.33% (n = 360,000) | P11229 | AID 588814 | activation, % at 3 µM;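 active = activation above the run's mean compound activation plus 3 SD, cut at about 16% in these data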;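 also: peak over basal fluorescence ratio within a 140 s kinetic read after compound addition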
# Target sequence (P11229 whole entry, looked up): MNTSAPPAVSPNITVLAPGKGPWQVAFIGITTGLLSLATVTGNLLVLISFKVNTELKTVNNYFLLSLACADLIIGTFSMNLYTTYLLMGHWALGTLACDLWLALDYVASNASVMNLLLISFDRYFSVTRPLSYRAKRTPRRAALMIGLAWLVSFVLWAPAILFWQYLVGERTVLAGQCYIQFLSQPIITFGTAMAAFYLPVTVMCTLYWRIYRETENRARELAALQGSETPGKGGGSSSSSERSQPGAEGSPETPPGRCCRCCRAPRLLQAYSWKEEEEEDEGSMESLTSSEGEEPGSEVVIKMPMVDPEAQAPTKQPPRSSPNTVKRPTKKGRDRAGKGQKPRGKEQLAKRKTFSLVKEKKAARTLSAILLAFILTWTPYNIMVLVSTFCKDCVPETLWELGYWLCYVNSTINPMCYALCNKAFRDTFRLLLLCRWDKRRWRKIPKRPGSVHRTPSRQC
# TAAR1 antag: human TAAR1 antagonism | actives 1.5% (n = 360,000) | Q96RJ0 | CHO RD-HGA16 TAAR1, Fluo-8 calcium fluorescence, antagonist | inhibition, % at 3 µM | AID 624466;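 active = inhibition above a per-plate cutoff, the mean inhibition of test compounds on that plate plus 3 SD, cut at about 49% in these data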;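 also: 0% = DMSO plus EC80 beta-PEA response and 100% = DMSO alone without agonist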
# Target sequence (Q96RJ0 whole entry, looked up): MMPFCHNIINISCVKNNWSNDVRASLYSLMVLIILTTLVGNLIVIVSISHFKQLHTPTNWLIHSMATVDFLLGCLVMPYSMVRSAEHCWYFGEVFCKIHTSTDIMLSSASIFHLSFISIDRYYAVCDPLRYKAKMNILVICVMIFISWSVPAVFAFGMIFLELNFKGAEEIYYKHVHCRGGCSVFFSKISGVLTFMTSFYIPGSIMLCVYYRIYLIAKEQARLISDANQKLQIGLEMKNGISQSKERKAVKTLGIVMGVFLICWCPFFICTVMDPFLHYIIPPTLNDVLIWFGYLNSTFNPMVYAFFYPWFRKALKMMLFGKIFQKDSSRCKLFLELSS
#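 Test system: hTAAR1-expressing CHO RD-HGA16 cells, Gα16-coupled; Probe or stimulus: EC80 β-phenethylamine stimulus; Compound dosing: single nominal final test compound concentration of 3 µM; Timing: 140 s kinetic read after compound, 140 s after agonist; Signal: Fluo-8 calcium-sensitive fluorescence; Measure: % inhibition of agonist calcium response; Controls: DMSO and EC80 PEA controls.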
# TAAR1 agonist: human TAAR1 agonism. AID 624467. actives 0.99% (n = 360,000). CHO RD-HGA16 TAAR1, Fluo-8 calcium fluorescence; vehicle wells 0%, saturating PEA agonist 100%. Q96RJ0. activation, % at 3 µM;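 active = activation above the mean activation of all test compounds in the run plus 3 SD, cut at about 38% in these data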
#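 Test system: RD-HGA16 (CHO) cells co-expressing Gα16 and hTAAR1 | Doses: Single dose, 3 µM | Schedule: 17-24 h seeding, 75 min 37 °C dye, 30 min RT | Evaluation: % activation from peak over basal fluorescence ratio, DMSO-to-PEA scaled | Technique: Kinetic Fluo-8 calcium fluorescence | Benchmarks: Low control DMSO, high control PEA (EC100)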
# M1 PAM: potentiates human M1 receptor response to acetylcholine. CHO-K1 hM1, Fluo-8 calcium fluorescence, ACh EC20; 0% = ACh EC20, 100% = maximal ACh. activation, % at 3 µM. actives 0.088% (n = 360,000); in the data active = activation above about 19%, passing the limit was not always enough
# CHO-K1 Ca antag: counter-screen for M1 antagonists: effect in parental CHO-K1 cells; ATP-induced calcium, Fluo-8 fluorescence; actives 0.6% (n = 360,000); inhibition, % at 3 µM;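 active = inhibition above a per-plate cutoff, the plate's mean sample inhibition plus 3 SD, cut at about 24% in these data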;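 also: 0% = DMSO plus EC80 ATP and 100% = DMSO alone without ATP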
# CHO parental Ca: counter-screen: ATP calcium response change in parental CHO cells; parental CHO-K1, ATP-induced calcium, Fluo-8 fluorescence; inhibition, % at 5.6 µM; actives 0.63% (n = 330,000); AID 463079;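 active = inhibition above that plate's mean sample inhibition plus 3 SD, cut at about 26% in these data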;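 also: 0% = ATP-challenged DMSO wells and 100% = DMSO wells without ATP; some compounds past the cut are filed as inactive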
#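 test system = CHO parental line | reagent = ATP stimulus | measured by = intracellular calcium via Fluo-8 no-wash fluorescent dye | control set = ATP and no-ATP DMSO wells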
# M1 PAM parental: M1 PAM counterscreen hit in parental CHO-K1 cells. activation, % at 3 µM. ATP EC20, Fluo-8 calcium fluorescence; 0% at ATP EC20, 100% at ATP max. AID 602247. actives 0.02% (n = 360,000);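 active = activation above the run cutoff, the mean activation of all test compounds plus 3 SD, cut at about 40% in these data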;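 also: peak over basal fluorescence ratio in a 140 s read after ATP addition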
# M1 antag: blocks human M1 muscarinic receptor; CHO-K1 hM1, Fluo-8 calcium fluorescence, ACh EC80 antagonist; inhibition, % at 3 µM; actives 1.3% (n = 360,000); AID 588852;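 active = percent inhibition above its own plate's cutoff, namely the mean of that plate's compound wells plus 3 SD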;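 also: peak over basal fluorescence ratio during 140 s after agonist addition; 0% = ACh EC80 plus DMSO and 100% = DMSO alone without agonist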
# An asterisk follows results filed as active; . = no result given.
cpd	molecule	M1 ag parental	M1 PAM	M1 PAM parental	TAAR1 agonist	CHO parental Ca	TAAR1 antag	M1 antag	CHO-K1 Ca antag	M1 ag
1	Cc1ccc(C(=O)NCCc2cc3ccc(C)c(C)c3[nH]c2=O)cc1[N+](=O)[O-]	0.1	5	2	-1	-12	-2	-1	-6	-9
2	CC(=O)NCCC(=O)Nc1nc(-c2cccs2)c(-c2cccs2)s1	1.5	2	16	1	8	8	-3	-13	-7
3	COc1ccccc1OCC(=O)Nc1ccc(Cl)cc1	-0.5	3	8	6	-7	4	-6	4	-6
4	C/C(=N/OCO/N=C(/C)c1ccc(F)cc1)c1ccc(F)cc1	-0.2	4	17	1	-3	-17	-5	-7	-4
5	Cc1ccc2cc3c(NC(=O)c4ccco4)nn(C)c3nc2c1	1.1	3	8	9	-15	18	-3	-2	-2
6	Cc1ccc(C)c(N2CCN(C(=O)CCS(=O)(=O)c3ccc4c(c3)oc(=O)n4C)CC2)c1	6.4	-7	-16	3	-6	18	12	-7	-2
7	O=C(CCCCl)NC(=S)Nc1ccc(CN2CCOCC2)cc1	1.3	4	13	2	-10	-13	-9	-18	-4
8	COC(=O)c1ccc(Cn2nc(-c3ccc(C)c(C)c3)ccc2=O)cc1	5.5	-3	-2	3	-20	-6	-1	-12	-1
9	CCOc1ccc(C2c3cc(OC)c(OC)cc3CC(=O)N2c2ccccc2)cc1 (stereo not given)	-0.5	4	4	3	-5	17	-7	-11	-2
10	O=C(Cn1c(=O)oc2cc(S(=O)(=O)N3CCCC3)ccc21)NC1CCCc2ccccc21 (stereo not given)	3.1	4	16	6	28*	-24	-8	6	1
11	CCOC(=O)[C@]12CCC=C1N(Cc1ccco1)C(=O)[C@H](CC(=O)NCc1cccs1)C2	1.0	.	5	1	.	12	.	-15	.
12	O=C(O)c1cccc(S(=O)(=O)Nc2ccc(Oc3ccccc3)cc2)c1	0.4	10	21	2	3	6	-17	-18	-5

# Only M1 ag parental, M1 antag and CHO-K1 Ca antag, for three of the compounds above:
No.	SMILES	M1 ag parental	M1 antag	CHO-K1 Ca antag
2	CC(=O)NCCC(=O)Nc1nc(-c2cccs2)c(-c2cccs2)s1	1.5	-3	-13
6	Cc1ccc(C)c(N2CCN(C(=O)CCS(=O)(=O)c3ccc4c(c3)oc(=O)n4C)CC2)c1	6.4	12	-7
8	COC(=O)c1ccc(Cn2nc(-c3ccc(C)c(C)c3)ccc2=O)cc1	5.5	-1	-12

# Continuation.
cpd	molecule	M1 ag parental	M1 PAM	M1 PAM parental	TAAR1 agonist	CHO parental Ca	TAAR1 antag	M1 antag	CHO-K1 Ca antag	M1 ag
13	Cc1cnn(CCC(=O)NNC(=S)NCC(C)C)c1	0.7	7	14	2	5	-14	-3	-4	-4
14	CCN(C(=O)Cn1cc(C(F)(F)F)ccc1=O)c1c(N)n(Cc2ccccc2)c(=O)[nH]c1=O	0.6	4	18	4	5	-16	0	-14	-6
15	COc1ccc2c(c1)c(CC(=O)Nc1cccc(S(N)(=O)=O)c1)c(C)n2C(=O)c1ccc(Cl)cc1	0.7	2	-5	1	19	18	-15	4	-4
16	Cc1cc(OCCCCNC(C)C)cc(C(C)C)c1	0.8	-20	24	7	-16	-14	12	-1	-11
17	CCNC(=O)c1sc(=S)n(CC)c1N	0.0	3	9	2	11	-6	-2	-2	-3
18	CCN1C(=O)[C@@H]2[C@@H]3CN(S(=O)(=O)c4ccc(C)cc4)[C@@H](c4cccc5ccccc45)[C@@H]3C(=O)C[C@@H]2C1=O	0.5	4	11	1	.	-2	-5	3	-4
19	CCCCC(=O)NC(=S)Nc1ccc(S(=O)(=O)N2CCCC2)cc1	0.7	-17	24	1	-10	-3	6	-5	-14
20	Cc1cccc2cc(C#N)c(N3CCN(C)CC3)nc12	0.2	1	-1	67*	-12	1	-3	-4	-4
21	CN1CCN(c2ccccc2NC(=O)c2ccc(-c3ccc(Cl)cc3Cl)o2)CC1	-0.3	3	17	16	-39	-10	2	-14	-7
22	C=CCn1c(SCC(=O)Nc2sc(C)c(C)c2C(=O)OCC)nnc1-c1sc(N)nc1C	-0.7	0	-8	13	-8	-33	3	-7	-2
23	COc1ccc(N(CC(=O)Nc2cccc(C)c2)S(=O)(=O)c2c(C)n[nH]c2C)cc1	2.6	10	18	6	-7	14	-16	-7	-4
24	COc1ccc(S(=O)(=O)N2CCC(C(=O)NN3CCCCC3)CC2)cc1	0.7	12	12	1	.	-21	-18	3	1
25	COCCCNCCCCOc1ccc(Br)cc1Cl	3.8	1	18	27	-5	-4	-3	-2	-11
26	COc1ccccc1N1CCN(c2ncnc3nc[nH]c23)CC1	2.5	2	-4	3	-4	-3	8	3	-3
27	CCS(=O)(=O)N1N=C(c2ccccc2)CC1c1ccc2nccnc2c1 (stereo not given)	1.8	7	7	2	-5	5	-2	-5	-4
28	CCOC(=O)c1cnc2ccc(OC)cc2c1Nc1ccc(N2CCN(C)CC2)cc1	0.9	-10	-29	-1	.	-6	7	4	-11
29	CCOC(=O)c1[nH]c(C)c(C(=O)NCCCOC(C)C)c1C	0.8	-5	20	6	-6	-18	8	-5	-3
30	CCc1c(C#N)c(SCCC(=O)Nc2cccc(OC)c2)nc2c1C(=O)CC(C)(C)C2	4.4	-11	18	17	16	58*	14	1	-1
31	O=[N+]([O-])c1ccc(N2CCN(S(=O)(=O)c3ccccc3)CC2)cc1NCc1cccnc1	1.3	-6	8	4	-9	-4	12	-11	-4
32	COc1cccc(C2=CC(=O)C[C@H](c3ccc(Cl)cc3)C2)c1OC	-0.6	1	-2	2	-18	22	-7	-10	-8
33	O=C(N[C@H]1C/C=C\C(c2ccc(F)cc2)N(Cc2ccccc2)C(=O)C1)OCC1c2ccccc2-c2ccccc21 (stereo not given in full)	1.0	1	6	8	-24	0	-7	-13	-3
34	COc1cccc(C(=O)COC(=O)c2ccc(NC(=O)c3ccccc3)cc2)c1	0.5	-3	10	18	-13	24	-15	-12	-3
35	N#Cc1ccccc1OCC(=O)Nc1ccc2c(c1)OCCCO2	2.6	9	-3	2	-1	7	-16	2	-9
36	O=C(Cn1cc[n+](CC(=O)c2ccccc2)c1)c1ccccc1	0.1	-2	7	1	2	4	4	-3	-6
37	O=C(Nc1ccccc1N1CCOCC1)c1ccc2c(c1)OCO2	0.9	9	12	0	-11	-12	-5	-11	-4
38	NS(=O)(=O)c1ccc(CNC(=O)c2cccc(S(=O)(=O)N3CCc4ccccc43)c2)cc1	0.8	10	20	3	7	-6	-1	-27	-6
39	CCc1nc2ccc(C(=O)NCCCN(C)C)cn2c1N(C)Cc1ccc(OC)cc1	0.3	-9	11	1	.	3	3	3	-10
40	CCCC#Cc1ccc2c(c1)O[C@@H](CN(C)Cc1ccc3c(c1)OCO3)[C@H](C)CN([C@@H](C)CO)S2(=O)=O	-0.2	0	-15	0	.	-30	1	13	-5
41	CCC(=O)Oc1ccc(C(=O)Nc2c[nH]c(=O)[nH]c2=O)cc1	0.1	2	1	0	3	7	-7	-1	-6
42	COc1cccc(NC(=O)Cn2c(=O)c3c(ncn3Cc3ccccc3)n(Cc3ccccc3)c2=O)c1	-0.1	3	14	10	-7	0	-2	-7	-3
43	COC(=O)COc1ccc(-c2nccc(-c3ccccn3)n2)cc1	1.6	0	2	2	-5	-14	-8	-19	-6
44	CCOc1ccc(NC(=O)CCSc2nc3c(c(CC)c2C#N)C(=O)CC(C)(C)C3)cc1	0.2	-4	-2	9	-19	28	14	19	-4
45	CC(C)Oc1ccccc1/C=N/NC(=O)c1ccc(F)cc1	0.8	22*	12	3	1	0	-22	-7	0
46	COC(CNC(=O)c1ccc2c(c1)nc(C)n2-c1cccc(C)c1)OC	1.7	9	11	2	-15	8	-6	-10	-3
47	Cc1ccc(S(=O)(=O)N2CCSC2c2ccco2)cc1 (stereo not given)	-0.6	8	1	-3	-7	-7	-12	2	-8
48	COc1ccc(NC(=O)C2CC(=O)N(CCc3ccc(Cl)cc3)C2)cc1 (stereo not given)	4.7	5	0	5	9	8	-6	-10	-3
49	CC1CN(C(=O)COC(=O)c2cc3ccccc3cc2O)CC(C)O1 (stereo not given)	2.5	3	-2	7	-7	-2	-5	-6	0
50	Nc1ccc(-c2nc(-c3ccccc3)nc3ccccc23)cc1	0.2	4	-9	1	-8	-2	-3	3	-4
51	COc1cccc(/C=N\n2c(C)nnc2C)c1OC	0.1	5	14	8	-16	5	-2	-3	-3
52	CCS(=O)(=O)Nc1ccccc1C(N)=O	1.7	9	13	3	-2	-4	-5	-13	-5
53	CCn1cc(C(=O)N2CCN(c3ccccc3)CC2)c(=O)c2cc(S(=O)(=O)N3CCOCC3)ccc21	-0.5	10	-12	1	3	-16	-16	0	-4
54	O=[N+]([O-])c1cc(S(=O)(=O)N2CCCC2)ccc1SCCO	0.1	7	11	3	-5	-20	-1	5	-6
55	COc1cc2c(cc1OC)C(c1ccc([N+](=O)[O-])cc1)N(C(C)=O)CC2 (stereo not given)	16*	0	16	-1	.	-12	-3	-3	4
56	Cc1c(C(=O)NCc2ccccc2CN2CCCC2)oc2ccccc12	-0.1	8	-16	3	.	-14	0	-9	-6
57	N#Cc1c(NCCO)ccc([N+](=O)[O-])c1NCCO	0.7	5	6	1	-11	-17	-7	-8	-2

# Reformatted with one line to a screen: entries from further up
42) COc1cccc(NC(=O)Cn2c(=O)c3c(ncn3Cc3ccccc3)n(Cc3ccccc3)c2=O)c1
43) COC(=O)COc1ccc(-c2nccc(-c3ccccn3)n2)cc1
44) CCOc1ccc(NC(=O)CCSc2nc3c(c(CC)c2C#N)C(=O)CC(C)(C)C3)cc1
45) CC(C)Oc1ccccc1/C=N/NC(=O)c1ccc(F)cc1
46) COC(CNC(=O)c1ccc2c(c1)nc(C)n2-c1cccc(C)c1)OC
47) Cc1ccc(S(=O)(=O)N2CCSC2c2ccco2)cc1 (stereo not given)

compound no.	42	43	44	45	46	47
M1 ag parental	-0.1	1.6	0.2	0.8	1.7	-0.6
M1 PAM	3	0	-4	22*	9	8
M1 PAM parental	14	2	-2	12	11	1
TAAR1 agonist	10	2	9	3	2	-3
CHO parental Ca	-7	-5	-19	1	-15	-7
TAAR1 antag	0	-14	28	0	8	-7
M1 antag	-2	-8	14	-22	-6	-12
CHO-K1 Ca antag	-7	-19	19	-7	-10	2
M1 ag	-3	-6	-4	0	-3	-8
